DRD3 antagonist: blocks the human D3 dopamine receptor; P35462; D3R cells, DiscoveRx beta-arrestin luminescence, antagonist mode; stronger effect = lower value; max response, negative = inhibition, %; actives 2.5% (n = 360,000); AID 652054; in the data active means max response below about -50%; inconclusive means no clear call, values can overlap the other calls; further: on the % scale 0 is the no-effect control and ±100 the full control effect; mostly tested at two doses, the higher about 12 µM
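Cells expressing the human receptor were seeded at 1500 cells/well, incubated overnight at 37 degrees C in 5% CO2, then exposed to library compounds with dopamine controls for 90 minutes at 37 degrees C before luminescent detection.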
DRD3 agonist: D3 dopamine receptor (human) agonism; P35462; D3R DiscoveRx beta-arrestin cells, luminescence, 90 min; max activation, %; actives 0.58% (n = 410,000); in the data active means max activation above about 30%; further: 0% is about no effect; mostly tested at two doses, the higher about 12 µM
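Agonist mode: compounds and dopamine controls were applied to plated cells for 90 min at 37 degrees C after an overnight attachment at 1500 cells/well. Luminescent read-out followed 30 - 60 minutes at room temperature with DiscoveRx detection reagent.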
FUS suppressor: suppressors of FUS proteinopathy in yeast; Potency, µM (top dose mostly 76.6 µM), for the others: top-dose growth rescue (activation), actives largely listed as activators; actives 0.24% (n = 390,000); S. cerevisiae FUS-expressing, growth rescue, OD600, 24 h;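 further: potency means the concentration at half of the fitted maximal effect; plate controls were DMSO vehicle for no effect and reference control for full effect; nearly all actives have a fitted effect of over 55% in size; some results filed as inactive show a strong effect at the top dose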
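Read-out: OD at 600 nm after 24hr at 30C, reporting rescue of FUS-induced yeast toxicity. Cells at OD 0.005 in galactose (2%) minimal medium; compounds tested in a dilution series; CP55940 titration from 92uM final as control.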
TDP-43 yeast inh: rescues yeast growth from TDP-43 toxicity | TDP-43 expressing yeast growth rescue, BacTiter-Glo, 24 h | actives 1.8% (n = 410,000) | AID 652104 | Potency, µM (highest dose often 46.1 µM), without a hit: at the highest dose growth rescue (activation), hits mostly activators; further: potency means the concentration at half of the fitted maximal effect; % of control where 0% means no effect; nearly all actives have a fitted effect of over 50% in size
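Luminescence from BacTiter-Glo reports growth of TDP-43-expressing yeast after 24 hr at 30 deg C with compound. Cells were raffinose-pregrown to mid-log, then seeded in galactose medium at OD600=0.02.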
Abeta yeast res: A-beta toxicity reversal in yeast; yeast expressing A-beta42, growth rescue, OD600, 48 h; response scale: 0% DMSO, 100% iron-clioquinol control; Potency, µM (titrated, usually from 46.1 µM), for inactives: top-dose growth rescue, hits mostly activators; actives 0.063% (n = 410,000); AID 1347071; further: potency means the concentration at half of the fitted maximal effect; nearly all actives have a fitted effect of over 55% in size
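Yeast growth medium received pinned compounds, then yeast cells expressing toxic A-beta were added; plates incubated at 30 C for 48 hr. Growth read as absorbance at 600 nm, normalized to DMSO and equimolar FeCl3 plus clioquinol controls.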
EPAC2 antag: antagonists of human EPAC2. AID 720708. actives 0.18% (n = 360,000). Potency, µM (highest dose often 114 µM), for the others: top-dose activity, negative = inhibition, usual class: inhibitors. EPAC2 GEF exchange of Rap1B-BODIPY-GDP, fluorescence; further: potency means the concentration at half of the fitted maximal effect; on the % scale 0 is the no-effect control and ±100 the full control effect; nearly all actives have a fitted effect of over 45% in size; many of its hits are not listed in these tables
Target sequence (Q8WZA2 whole entry, looked up): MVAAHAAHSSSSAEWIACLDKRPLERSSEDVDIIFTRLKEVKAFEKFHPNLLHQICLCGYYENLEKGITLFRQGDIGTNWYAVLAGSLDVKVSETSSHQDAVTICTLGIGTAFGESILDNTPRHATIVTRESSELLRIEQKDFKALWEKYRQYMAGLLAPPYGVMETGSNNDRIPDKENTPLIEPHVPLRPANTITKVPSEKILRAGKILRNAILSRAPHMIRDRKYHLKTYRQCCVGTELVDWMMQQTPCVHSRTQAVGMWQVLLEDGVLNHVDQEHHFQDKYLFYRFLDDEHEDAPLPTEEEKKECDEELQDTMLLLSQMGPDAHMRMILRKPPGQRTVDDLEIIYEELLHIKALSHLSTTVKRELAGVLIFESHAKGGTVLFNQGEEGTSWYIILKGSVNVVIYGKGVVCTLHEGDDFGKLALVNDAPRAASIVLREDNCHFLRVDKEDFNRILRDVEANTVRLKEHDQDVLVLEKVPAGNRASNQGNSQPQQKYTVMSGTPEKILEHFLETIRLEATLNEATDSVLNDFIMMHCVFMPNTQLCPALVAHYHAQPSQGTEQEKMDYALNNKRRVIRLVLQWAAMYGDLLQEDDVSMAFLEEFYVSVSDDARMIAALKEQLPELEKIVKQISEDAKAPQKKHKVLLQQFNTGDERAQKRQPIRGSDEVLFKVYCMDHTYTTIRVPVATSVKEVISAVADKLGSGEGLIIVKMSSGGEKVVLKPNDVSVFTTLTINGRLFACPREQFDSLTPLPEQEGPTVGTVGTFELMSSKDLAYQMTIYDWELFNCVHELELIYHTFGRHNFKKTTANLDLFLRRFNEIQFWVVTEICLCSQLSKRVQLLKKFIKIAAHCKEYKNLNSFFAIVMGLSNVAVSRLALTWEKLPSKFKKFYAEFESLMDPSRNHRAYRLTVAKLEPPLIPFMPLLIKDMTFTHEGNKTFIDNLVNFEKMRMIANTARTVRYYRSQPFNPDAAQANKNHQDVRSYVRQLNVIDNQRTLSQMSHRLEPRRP
EPAC2 ag: EPAC2 (human) agonism; actives 0.079% (n = 360,000); Potency, µM (top dose mostly 154 µM), for the others: at the highest dose activation, hits mostly activators; EPAC2 activation, biochemical qHTS; response scale: 100% = 6.5 mM cAMP response; further: potency means the concentration at half of the fitted maximal effect; nearly all actives have a fitted effect of over 50% in size
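EPAC2 (100 nM) mixed with Rap1B loaded with BODIPY-GDP (250 nM) plus 50 uM unlabeled GDP; compounds pinned in, 5 min RT, then read every 5 min for 30 min (ex 480, em 540 nm). Normalized to cAMP control.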
aSyn rescue: alpha-synuclein toxicity inhibition in yeast. actives 0.14% (n = 370,000). Potency, µM (titrated, usually from 46.1 µM), inactives show at the top dose growth rescue (activation), most hits filed as activators. Yeast expressing alpha-synuclein, growth rescue, BacTiter-Glo, 24 h; further: potency means the concentration at half of the fitted maximal effect; % of control where 0% means no effect; nearly all actives have a fitted effect of over 65% in size
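Readout is rescue of growth in alpha-synuclein-expressing yeast, so inhibitors of toxicity appear as activators. Growth after 24 hr at 30 deg C in galactose medium is quantified by luminescence.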
The depositor's hits bear a star; [ ] = dose if it differs, or a comment. Unless noted, the call rests on the fitted dose curve; in most records, active means well fitted curve in the direction sought with a large enough effect; inconclusive means small, poorly fitted or top-dose-only effect, or another doubt; inactive means no such curve, though single readings can be large; an effect the other way counts as inactive or inconclusive. These rows are one share of the data (hit frequency here may not be typical).

For Cc1cccc(NC(NC(=O)c2ccccc2[N+](=O)[O-])C(Cl)(Cl)Cl)c1 (stereo not given) the results were DRD3 antagonist 15, DRD3 agonist 8, TDP-43 yeast inh 23%, Abeta yeast res -4%, EPAC2 antag -14%, EPAC2 ag 11% and aSyn rescue -4%.
COc1cccc(NC(=O)CSc2nnc(NC(=O)NC3CCCCC3)s2)c1 was read as DRD3 agonist 3, FUS suppressor 19%, TDP-43 yeast inh 8% and Abeta yeast res 7%.
`CCN1CCN(c2ccc(NC(=O)Cc3ccccc3)cc2)CC1` gave DRD3 antagonist -22, DRD3 agonist 1, FUS suppressor 6%, TDP-43 yeast inh 4%, Abeta yeast res 4%, EPAC2 antag 9%, EPAC2 ag -9% and aSyn rescue -3%.
For CC(C)(C)OC(=O)N[C@@H](Cc1ccccc1)C(=O)N1CCC(C(=O)NCC(=O)O)CC1 the results were DRD3 antagonist 0, DRD3 agonist -6, FUS suppressor 10%, TDP-43 yeast inh -3%, Abeta yeast res -9%, EPAC2 antag 4%, EPAC2 ag 17% and aSyn rescue -10%.
For CC1(c2ccc(OC(F)F)cc2)NC(=O)N(CC(=O)NC2CCCCC2)C1=O (stereo not given) the results were DRD3 antagonist -20, DRD3 agonist -5, TDP-43 yeast inh -11%, Abeta yeast res 7%, EPAC2 antag -3%, EPAC2 ag -4% and aSyn rescue -4%.
Screening CC(=O)c1ccc(NC(=O)COc2ccccc2-c2nc(C)no2)cc1 returned DRD3 agonist 4, FUS suppressor -20%, TDP-43 yeast inh 0% and Abeta yeast res -2%.
For CC(Oc1ccccc1Cl)C(=O)N1CCCN(C)CC1 (stereo not given) the results were DRD3 antagonist 0, DRD3 agonist -11, FUS suppressor 9%, TDP-43 yeast inh -41%[inhibitor], Abeta yeast res 1%, EPAC2 antag 0%, EPAC2 ag 11% and aSyn rescue -7%.
For CCN(CC)CCn1c2c(c(SCC(=O)Nc3nc4ccccc4s3)nc1=O)CCCC2 the results were DRD3 antagonist -4, DRD3 agonist 3, FUS suppressor 17%, TDP-43 yeast inh 13%, Abeta yeast res 0%, EPAC2 antag 12%, EPAC2 ag 3% and aSyn rescue -7%.
For CCOC(=O)C(=O)N(Nc1ccc(C)cc1)c1ccc(C)cc1 the results were DRD3 antagonist -4, DRD3 agonist 1, FUS suppressor 22%, TDP-43 yeast inh 8%, Abeta yeast res 1%, EPAC2 antag -15%, EPAC2 ag 18% and aSyn rescue 6%.
For CCOC(=O)CC1C(=O)NCCN1C(=O)NC1CCCCC1 (stereo not given) the results were DRD3 antagonist inconclusive, DRD3 agonist -7, FUS suppressor -7%, TDP-43 yeast inh -18%, Abeta yeast res -10%, EPAC2 antag -4%, EPAC2 ag 6% and aSyn rescue -1%.
Screening O=C(C1=C[C@H](c2ccc(C(F)(F)F)cc2)C[C@H](OCc2ccc(CO)cc2)O1)N1CCN(Cc2ccc3c(c2)OCO3)CC1 returned DRD3 antagonist inconclusive, DRD3 agonist -17, FUS suppressor 25%, TDP-43 yeast inh 2%, Abeta yeast res 0%, EPAC2 antag 4%, EPAC2 ag 3% and aSyn rescue -22%.
Screening CC(CN(C)C)CN1c2ccccc2Sc2ccccc21 (stereo not given) returned DRD3 antagonist 0, DRD3 agonist 0, FUS suppressor -8%, TDP-43 yeast inh 5%, Abeta yeast res -2%, EPAC2 antag -8%, EPAC2 ag -4% and aSyn rescue 1%.
For CCC(=O)N1CCc2cc(Br)cc(S(=O)(=O)CCC(=O)N3CCN(c4cc(C)ccc4C)CC3)c21 the results were DRD3 agonist 8, FUS suppressor -5%, TDP-43 yeast inh 11% and Abeta yeast res 17%.
Screening CN1C(C(=O)NCc2ccco2)CC2Cn3c(nc4cc5ccccc5cc43)C21 (stereo not given) returned DRD3 antagonist 9, DRD3 agonist 0, FUS suppressor -10%, TDP-43 yeast inh 16%, Abeta yeast res -14%, EPAC2 antag 3%, EPAC2 ag 7% and aSyn rescue 4%.
CCN(CC)C(=O)CSc1nsc(SCC(=O)N(CC)CC)c1C#N was read as DRD3 antagonist -55*, DRD3 agonist -3, FUS suppressor 3%, TDP-43 yeast inh 3%, Abeta yeast res 3%, EPAC2 antag 3%, EPAC2 ag 2% and aSyn rescue -3%.
For CCC1CN(C(=O)N2CCC(C(=O)NCCc3cc(OC)ccc3OC)CC2)c2ccccc2O1 (stereo not given) the results were DRD3 agonist 9, FUS suppressor 36%, TDP-43 yeast inh 4% and Abeta yeast res 10%.
Screening O=C(COc1ccccc1Cl)NCCNC(=O)c1cccnc1 returned DRD3 antagonist 9, DRD3 agonist 5, FUS suppressor -8%, TDP-43 yeast inh 3%, Abeta yeast res -13%, EPAC2 antag 6%, EPAC2 ag 26% and aSyn rescue 1%.
CCN(C(=O)CSc1n[nH]c(-c2cccs2)n1)C1CCS(=O)(=O)C1 (stereo not given) was read as DRD3 antagonist 24, DRD3 agonist -4, FUS suppressor 7%, TDP-43 yeast inh -21%, Abeta yeast res -8%, EPAC2 antag 19%, EPAC2 ag -2% and aSyn rescue -3%.
COc1cc(CN2CCC(n3nccc3NC(=O)CCCc3ccccc3)CC2)ccc1F was read as DRD3 antagonist inconclusive, DRD3 agonist 3, FUS suppressor -15%, TDP-43 yeast inh 9%, Abeta yeast res -6%, EPAC2 antag 10%, EPAC2 ag 10% and aSyn rescue -12%.
`S=C(NCc1cccnc1)Nc1ccc(Oc2ccc(Cl)cc2)cc1` gave DRD3 antagonist 12, DRD3 agonist -23, FUS suppressor 16%, TDP-43 yeast inh -6%, Abeta yeast res -4%, EPAC2 antag -20%, EPAC2 ag 21% and aSyn rescue -5%.
Screening CCOC(=O)C1CCCN(C(=O)c2ccc(Cl)c(S(=O)(=O)N3CCCCCC3)c2)C1 (stereo not given) returned DRD3 antagonist -9, DRD3 agonist -1, FUS suppressor 27%, TDP-43 yeast inh 12%, Abeta yeast res -7%, EPAC2 antag 1%, EPAC2 ag 7% and aSyn rescue -3%.
Screening CC1=[N+](C)N(c2ccccc2)C(=O)C1N=Cc1c(Cl)cccc1Cl (stereo not given) returned DRD3 antagonist -2, DRD3 agonist 8, FUS suppressor -24%, TDP-43 yeast inh 16%, Abeta yeast res -9%, EPAC2 antag 0%, EPAC2 ag 11% and aSyn rescue 2%.
For O=C(NCC1OCCCN1S(=O)(=O)c1cc(F)ccc1F)C(=O)NC1CCCCC1 (stereo not given) the results were DRD3 antagonist 4, DRD3 agonist 15, FUS suppressor 22%, TDP-43 yeast inh -2%, Abeta yeast res 3%, EPAC2 antag 2%, EPAC2 ag 4% and aSyn rescue -9%.
N/C(CSc1nc(-c2ccccc2)c(-c2ccccc2)o1)=N\O was read as DRD3 antagonist 33, DRD3 agonist 1, FUS suppressor 15%, TDP-43 yeast inh 16%, Abeta yeast res -14%, EPAC2 antag inconclusive, EPAC2 ag 0% and aSyn rescue 8%.
COc1ccccc1CNC(=O)C1CCN(S(C)(=O)=O)CC1 was read as DRD3 antagonist 4, DRD3 agonist 0, FUS suppressor 3%, TDP-43 yeast inh 10%, Abeta yeast res 13%, EPAC2 antag 8%, EPAC2 ag -15% and aSyn rescue 2%.
Screening CCOC(=O)[C@@H]1[C@H]2COc3cc(OC)ccc3[C@H]2N2C(=O)N(c3cccc(C)c3)C(=O)[C@]12C returned DRD3 antagonist 26, DRD3 agonist -3, FUS suppressor 4%, TDP-43 yeast inh 0%, Abeta yeast res 4%, EPAC2 antag -9%, EPAC2 ag -2% and aSyn rescue -1%.
For COc1ccccc1Oc1coc2cc(OC(=O)N3CCOCC3)ccc2c1=O the results were DRD3 antagonist -6, DRD3 agonist 12, FUS suppressor 18%, TDP-43 yeast inh 20%, Abeta yeast res 2%, EPAC2 antag 2%, EPAC2 ag 6% and aSyn rescue 2%.
For CCOc1ccc(-c2nonc2NC(=O)c2oc3ccc(CC)cc3c2C)cc1 the results were DRD3 agonist -3, FUS suppressor -3%, TDP-43 yeast inh -13% and Abeta yeast res -17%.
`Nc1c(N2CCCC2)cc(Cl)c2nonc12` gave DRD3 antagonist 9, DRD3 agonist 9, FUS suppressor 18%, TDP-43 yeast inh 8%, Abeta yeast res -2%, EPAC2 antag inconclusive, EPAC2 ag inconclusive and aSyn rescue 17%.
For CCC1(C)NC(=O)N(/N=C/c2cc(OC)c(O)c(OC)c2)C1=O (stereo not given) the results were DRD3 antagonist 15, DRD3 agonist 1, FUS suppressor -19%, TDP-43 yeast inh -10%, Abeta yeast res 21%, EPAC2 antag 18%, EPAC2 ag 8% and aSyn rescue -5%.
CCN(/N=C/C=C/c1ccccc1)c1cc(=O)n(C)c(=O)[nH]1 was read as DRD3 antagonist -24, DRD3 agonist 1, FUS suppressor 44%, TDP-43 yeast inh 0%[9.22 µM], Abeta yeast res -3%, EPAC2 antag 1%, EPAC2 ag 9% and aSyn rescue 0%.
Screening Cc1ccc(S(=O)(=O)NCC(=O)NCC(=O)OC(C(=O)NC(N)=O)C(C)C)cc1C (stereo not given) returned DRD3 antagonist 13, DRD3 agonist 7, FUS suppressor 1%, TDP-43 yeast inh 10%, Abeta yeast res 8%, EPAC2 antag 0%, EPAC2 ag 3% and aSyn rescue 4%.
Cc1nc(C(=O)N(C)C)nn1-c1cc(Cl)cc(Cl)c1 was read as DRD3 antagonist 22, DRD3 agonist 0, FUS suppressor -1%, TDP-43 yeast inh -8%, Abeta yeast res 7%, EPAC2 antag -7%, EPAC2 ag 4% and aSyn rescue -5%.
Screening COc1ccccc1NC(=O)CSc1nnc(-c2ccccc2C)o1 returned DRD3 agonist -1, FUS suppressor -2%, TDP-43 yeast inh 20µM* and Abeta yeast res 12%.

By substructure, the entries above with an NH in an aromatic ring (2)
CCN(C(=O)CSc1n[nH]c(-c2cccs2)n1)C1CCS(=O)(=O)C1 (stereo not given) was read as DRD3 antagonist 24, DRD3 agonist -4, FUS suppressor 7%, TDP-43 yeast inh -21%, Abeta yeast res -8%, EPAC2 antag 19%, EPAC2 ag -2% and aSyn rescue -3%.
CCN(/N=C/C=C/c1ccccc1)c1cc(=O)n(C)c(=O)[nH]1 was read as DRD3 antagonist -24, DRD3 agonist 1, FUS suppressor 44%, TDP-43 yeast inh 0%[9.22 µM], Abeta yeast res -3%, EPAC2 antag 1%, EPAC2 ag 9% and aSyn rescue 0%.

Bioassay records deposited in PubChem BioAssay by National Center for Advancing Translational Sciences (NCATS).
